# CHT allo act – CHT positive allosteric modulators, primary screen, cell-based, membrane potential dye, choline EC20. High affinity choline transporter 1 (Homo sapiens), Q9GZV3. CHT-expressing cells; active compounds read high; LV-AA mutant CHT in HEK293 cells. B-score at 10 µM. 310,000 compounds, 0.49% hits. AID 488977, 2010;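 active = initial fluorescence not abnormally high and integrated response B-score, plate-corrected, over 3 SD above library mean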
# Target sequence (Q9GZV3 whole entry, looked up): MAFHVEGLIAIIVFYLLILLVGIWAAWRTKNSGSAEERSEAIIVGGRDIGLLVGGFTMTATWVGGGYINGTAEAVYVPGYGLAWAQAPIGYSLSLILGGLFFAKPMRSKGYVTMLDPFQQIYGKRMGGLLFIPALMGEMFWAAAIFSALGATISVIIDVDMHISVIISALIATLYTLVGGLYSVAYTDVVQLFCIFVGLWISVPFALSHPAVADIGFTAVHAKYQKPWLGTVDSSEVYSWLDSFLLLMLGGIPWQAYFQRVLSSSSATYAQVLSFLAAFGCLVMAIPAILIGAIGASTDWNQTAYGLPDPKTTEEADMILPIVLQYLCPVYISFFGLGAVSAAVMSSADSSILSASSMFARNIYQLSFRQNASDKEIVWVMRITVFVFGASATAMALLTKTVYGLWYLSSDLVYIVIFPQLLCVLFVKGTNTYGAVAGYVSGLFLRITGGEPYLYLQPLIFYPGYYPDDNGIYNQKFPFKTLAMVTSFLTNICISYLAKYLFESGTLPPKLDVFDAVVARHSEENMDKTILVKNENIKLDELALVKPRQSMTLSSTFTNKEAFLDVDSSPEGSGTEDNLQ
# OX1R antag – OX1R (HCRTR1) antagonists, primary screen, fluorescence, CHO/OX1R cells, Fluo-8 calcium, orexin A. Orexin/Hypocretin receptor type 1 (Homo sapiens), O43613. Fluo-8 calcium fluorescence. inhibition, % at 5 µM. 330,000 compounds, 0.43% hits;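 active = inhibition above its plate's threshold, mean inhibition of all tested compounds on the plate plus 3 SD, cut at about 37% in these data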;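 note: 0% = orexin A challenge wells and 100% = SB-334867-A antagonist wells; not every result past the cut was called active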
# Target sequence (O43613 whole entry, looked up): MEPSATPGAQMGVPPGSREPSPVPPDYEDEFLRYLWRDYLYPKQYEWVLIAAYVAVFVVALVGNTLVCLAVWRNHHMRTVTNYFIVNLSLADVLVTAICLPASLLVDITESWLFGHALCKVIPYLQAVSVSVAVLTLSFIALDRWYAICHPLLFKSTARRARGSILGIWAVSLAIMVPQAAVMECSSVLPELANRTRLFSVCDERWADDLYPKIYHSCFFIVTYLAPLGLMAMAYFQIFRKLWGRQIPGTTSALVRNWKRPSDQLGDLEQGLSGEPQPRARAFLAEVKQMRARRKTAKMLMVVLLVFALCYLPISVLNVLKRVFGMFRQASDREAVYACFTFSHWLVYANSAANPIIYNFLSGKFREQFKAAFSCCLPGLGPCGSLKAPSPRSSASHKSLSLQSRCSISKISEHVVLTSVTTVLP
# Numbers without * were called inactive; i = inactive; nt = not tested or not shown.
SMILES,CHT allo act,OX1R antag
Cc1nc(C(N)=O)nc2ccccc12,i,4
COc1ccccc1N=C1SCC(=O)N1Cc1ccco1,i,-11
COc1ccc(-c2[nH]ncc2CN(C)C(C)c2ccon2)cc1F (configuration not stated),i,8
COc1ccc(NC(=S)N2CCCC2)c(OC)c1,i,-9
Cc1ccc(OCC(=O)Nc2ccc(S(=O)(=O)Nc3ccccn3)cc2)cc1C,i,-9
CC(NC(=O)CCC(=O)c1cccs1)c1ccccc1 (configuration not stated),i,-21
C[C@@H]1CN([C@@H](C)CO)C(=O)c2cccc(NS(C)(=O)=O)c2O[C@H]1CN(C)Cc1ccc(C(=O)O)cc1,nt,8
CCN1CCN(c2ncnc3scc(-c4ccc(C)c(C)c4)c23)CC1,i,-37
COC(=O)[C@]1(C)N[C@H](c2ccc(-c3ccc(F)cc3)cc2)[C@@H]2C(=O)N(C)C(=O)[C@@H]21,i,-24
CS(=O)(=O)N(CC(=O)NCc1ccncc1)C1CCCCC1,i,-9
Cc1cc(NS(=O)(=O)c2ccc(NC(=O)COc3cc(C)c(Cl)c(C)c3)cc2)no1,nt,-9
Cc1ccc2c(c1)OC(=O)CC2c1ccccc1 (configuration not stated),i,-1
CO/N=C/NC(=O)c1c(OC)ccnc1Oc1ccc(F)cc1,i,-14
CN(C(=O)COC(=O)COc1ccc2ccccc2c1)c1c(N)n(Cc2ccccc2)c(=O)[nH]c1=O,nt,-8
O=C(Nc1cc(N2CCOCC2)ncn1)NC1(C(F)(F)F)Oc2ccc(Cl)cc2O1 (configuration not stated),i,-20

# Complete entries from above:
# `O=C(Nc1cc(N2CCOCC2)ncn1)NC1(C(F)(F)F)Oc2ccc(Cl)cc2O1` (configuration not stated) as listed: CHT allo act = i; OX1R antag = -20
# `COc1ccc(-c2[nH]ncc2CN(C)C(C)c2ccon2)cc1F` (configuration not stated) as listed: CHT allo act = i; OX1R antag = 8

# (continued)
SMILES,CHT allo act,OX1R antag
COc1ccc(CN(C(=O)c2oc3cc(C)ccc3c2C)C2CCS(=O)(=O)C2)cc1OC (configuration not stated),i,-26
CC(C)(C)c1cc(C(=O)NNC(=O)Nc2cccc(Cl)c2)n(Cc2ccccc2)n1,i,-21
Cc1ccc2c(COC(=O)c3ccccc3F)cc(=O)oc2c1,i,-14
COc1ccc(C)cc1NC(=O)c1ccc([N+](=O)[O-])cc1[N+](=O)[O-],i,-12
CCOc1ccc(N2CC(C(=O)N3CCCc4ccccc43)CC2=O)cc1 (configuration not stated),i,-8
COc1ccc(C2NC3=C(CCC3)C3(C#N)C4(N=C(N)C23C#N)OCCO4)cc1 (configuration not stated),i,36
O=C(c1ccco1)N1CCN(c2ncnc3c(-c4ccccc4)nsc23)CC1,i,-10
Cc1cccc(C)c1NC(=O)C1CCCN1C(=O)Nc1cccc(F)c1 (configuration not stated),i,-8
COc1cccc(CN2CCNC(=O)C2CC(=O)NCCOc2cccnc2)c1 (configuration not stated),i,-18
O=C(NCc1ccccn1)c1ccco1,i,-2
COc1cccc(CNCCSc2nnnn2C)c1,i,1
CCN(CC)S(=O)(=O)c1cccc(NC(=O)C2SC(=Nc3ccc(C)cc3C)C(C(=O)NC(C)COC)=C2N)c1 (configuration not stated),i,-22
Cc1ccc(S(=O)(=O)N(CC(=O)N2CCC(C)CC2)c2cccc(C)c2)cc1,i,-31
C=CCCC(=O)N1CCC(n2nccc2NC(=O)c2ccccc2C)CC1,i,-19
CCOc1ccc(NC(=O)c2cc3cc4ccc(C)cc4nc3o2)cc1,i,-12
O=C(OCc1cccc(Cl)c1)c1cc(S(=O)(=O)N2CCCCC2)ccc1N1CCOCC1,i,-17
Clc1ccc(-c2nc3ncccn3c2Nc2ccc3c(c2)OCO3)cc1,i,-19
Cn1c(=N)n(CC(=O)c2ccc(Cl)c(Cl)c2)c2ccccc21,i,-27
COc1cc2c(cc1OC)CN(C(=O)C1CCCN(C(=O)c3ccc(Cl)cc3)C1)CC2 (configuration not stated),nt,-10
Cn1cccc1/C=N/N1CCN(Cc2ccc(Cl)cc2)CC1,i,-24
Nn1c(SCC(=O)Nc2ccc3c(c2)OCCO3)nnc(CCC(=O)O)c1=O,i,-5
COc1cc(C(=O)Oc2ccc3ccc(O)cc3c2)cc(OC)c1OC,i,-7
CCN(CC)C(=O)N1CCC(NC(=O)Cc2ccccc2)CC1,i,-7
CCOC(=O)CSC1=NN2CCS(=O)(=O)N=C2S1,i,1
O=C(Nc1cccc(C(F)(F)F)c1)c1cc(Br)cc2c1OCC2,i,-9
CC1CCCC(n2c(=S)[nH]c3ccccc3c2=O)C1C (configuration not stated),i,-25
Cc1ccc2c(c1)N(CC(=O)N1CCCCCC1)C(=O)C(C)O2 (configuration not stated),i,-18
CCC1CCC(c2nnc(-c3ccc(Br)cc3)o2)CC1 (configuration not stated),i,-7
COc1ccccc1CN(CC(=O)NCc1ccc2c(c1)OCO2)C(=O)c1csnn1,i,-19
COc1ccc(/C=N/NC(=O)c2[nH]c(C)c(C(=O)N/N=C/c3ccc(OC)cc3)c2C)cc1,i,-22
COc1ccc(C(CNC(=O)c2cc(S(=O)(=O)N3CCN(c4ccccc4)CC3)ccc2Cl)N(C)C)cc1 (configuration not stated),nt,6
O=C1CCC(C(=O)Nc2ccc(Cl)cc2)N1 (configuration not stated),i,-19
COc1ccc(-c2nc(NC(=O)Cn3cnnn3)sc2C)cc1,i,10
CC(C)CC(=O)N1CCN(S(=O)(=O)c2ccc3ccccc3c2)CC1,i,-41
O=C(O)c1ccc2noc(-c3ccccc3)c2c1,i,-7
Cc1cccc(CN2CCN(CC(=O)NCc3cccs3)C2=O)c1,i,-20
Cc1cc(C)cc(NC(=O)COC(=O)CN=C2NS(=O)(=O)c3ccccc32)c1,i,-23
COc1ccc(C(CNC(=O)c2cccc(S(=O)(=O)Nc3cccc(C)c3)c2)N2CCOCC2)cc1 (configuration not stated),i,0
COc1ccc2nc(NC(=O)CN(c3ccc(C)cc3)S(=O)(=O)c3c(C)nn(C)c3C)sc2c1,i,7
CCN(CC)CCN(C(=O)c1ccc(C(=O)c2ccccc2)cc1)c1nc2ccc(OC)cc2s1,i,-16
COc1ccc(-c2nc(N3CCCC3)[nH]c(=O)c2C#N)cc1,i,-1
Cc1cc(C)cc(NCc2cc(=O)oc3cc(C)c(O)cc23)c1,i,-16
O=C(O)CC(Sc1n[nH]c(=S)s1)C(=O)O (configuration not stated),i,-7
O=C(CSc1n[nH]c(-c2cccs2)n1)NC1CCS(=O)(=O)C1 (configuration not stated),i,-2
c1ccc(CNc2nc(N3CCN(Cc4ccccc4)CC3)nc3ccccc23)cc1,i,-1

# The list goes on; the last 5 above are carried over.
SMILES,CHT allo act,OX1R antag
COc1ccc(-c2nc(N3CCCC3)[nH]c(=O)c2C#N)cc1,i,-1
Cc1cc(C)cc(NCc2cc(=O)oc3cc(C)c(O)cc23)c1,i,-16
O=C(O)CC(Sc1n[nH]c(=S)s1)C(=O)O (configuration not stated),i,-7
O=C(CSc1n[nH]c(-c2cccs2)n1)NC1CCS(=O)(=O)C1 (configuration not stated),i,-2
c1ccc(CNc2nc(N3CCN(Cc4ccccc4)CC3)nc3ccccc23)cc1,i,-1
CC(=O)NC(NC(C)=O)c1ccc(N(C)C)cc1,i,-17
CCc1ccccc1NC(=S)N(Cc1cccc(C)c1)c1cccnc1,i,-5
NS(=O)(=O)c1ccc(CCNC2CC(=O)N(CCc3ccccc3)C2=O)cc1 (configuration not stated),i,-13
CN(C)S(=O)(=O)c1cccc(NC(=S)NCc2ccc3c(c2)OCO3)c1,i,1
Cc1cc(C(C)(C)C)cc(C)c1Cn1c2[n+](c3ccc(C(F)(F)F)cc31)CCCCC2,i,-23
O=C(COc1ccc(Cl)cc1)NCc1nnc(SCC(=O)Nc2ccc(F)cc2F)o1,i,-21
CCCOc1ccc(N2C(=O)CC(N3CCC(C(=O)OCC)CC3)C2=O)cc1 (configuration not stated),i,-8
CCN(CC)S(=O)(=O)c1ccc(C(=O)NCCOC(=O)c2ccc(F)cc2F)cc1,i,-33
CCCCn1c(N)c(N(CCOC)C(=O)COC(=O)COc2ccccc2C#N)c(=O)[nH]c1=O,i,-8
Brc1ccccc1OCCCOc1cccc2cccnc12,i,-37
COc1ccc(C2=Nn3c(C)nnc3SC2)cc1,i,3
O=C(Nc1ccccc1Cc1ccccc1)C1CC(=O)N(c2ccc3c(c2)OCCO3)C1 (configuration not stated),i,-11
COC(=O)c1ccc(-n2cnc(Cl)n2)c(F)c1,i,-6
COc1ccc(-c2cc(=O)c3cc(C)ccc3[nH]2)cc1,i,-12
c1ccc(-c2sc3ccccc3c2-c2ccc(OCCN3CCCCC3)cc2)cc1,nt,-12
Cc1cc(OCc2cccc(Cl)c2)c(C)cc1CN1CCOCC1,i,-26
O=C1CC(N(O)c2ccccc2)C(=O)N1c1ccc(Cl)c(Cl)c1 (configuration not stated),i,-15
COc1ccc(/C=N/NC(=O)COc2ccc3ccccc3c2)c(C(=O)O)c1OC,i,-1
COC(=O)C1CCN(c2cc(=O)n(-c3ccccc3Cl)c(=O)[nH]2)CC1,i,-4
O=C(Nc1ccc(F)cc1F)c1ccc(-n2cccn2)c([N+](=O)[O-])c1,i,-40
O=C(CCc1nc2ccccc2s1)Nc1cccnc1,i,-6
CCOc1cccc(CN2CCN(Cc3ccc(C)o3)C(CCO)C2)c1O (configuration not stated),i,-7
COc1cccc(OC)c1C(=O)NC(=O)NNc1cc(C(F)(F)F)cc(C)n1,i,-25
NNc1cc(C(=O)O)ccc1Cl,i,-6
Cc1cc(C(=O)Nc2ccncc2)c2ccccc2n1,i,4
Cc1cccc2cc3c(NC(=O)c4ccccn4)nn(C)c3nc12,i,-10
COc1ccc(NC(=O)CCCc2ccc(OC)c(C)c2)cc1,i,4
NC(=O)c1cc(-c2ccccc2)sc1NC(=O)Cc1ccc(S(=O)(=O)N2CCOCC2)s1,i,-10
O=C(COc1ccc2ccccc2c1)Nc1nccs1,i,-16
CC(=O)N1CCc2cc(S(=O)(=O)CCC(=O)Nc3ccccc3F)ccc21,i,-6
O=C(/C=C/c1ccco1)Nc1nnc(-c2ccco2)s1,i,-23
COc1cccc(CN(C)CC(O)COc2cc(Cl)ccc2Cl)c1 (configuration not stated),i,-14
Cc1c(C(=O)N/N=C/c2cccs2)nc2ccccn12,i,2
Cc1ccc(CN(c2ccc(C(=O)NCc3ccc4c(c3)OCO4)cc2)S(C)(=O)=O)cc1,i,-2
S=c1[nH]nc(-c2cccnc2)n1C1CCCCC1,i,-2
Cn1nnnc1SC1CC(=O)N(c2ccccc2)C1=O (configuration not stated),i,1
CCCCCN(C(=O)CCC(=O)OCCOc1cccc(Cl)c1)c1c(N)n(CCCC)c(=O)[nH]c1=O,i,-18
CCCn1c2ccc(/C(C)=N\O)cc2c2cc(/C(C)=N/O)ccc21,i,-10
CC(=O)c1nnn(-c2nc(N)nc(N(c3ccccc3)c3ccccc3)n2)c1C,i,-30
CC(OC(=O)c1ccccc1Nc1ccc(SC(F)F)cc1)C(N)=O (configuration not stated),i,29
Cc1cccc(-c2nc3c(c(=O)c4ccccc4n3C)c(=O)n2-c2ccccc2)c1,i,-8
O=C(NC1CC(=O)c2sccc21)c1ccc(Cl)cc1Cl (configuration not stated),i,-14
CCOc1ccc(CN(C)CC(=O)NCc2ccccc2)cc1,i,-21
COc1cc(/C=C2\C(=N)N3N=C(S(C)(=O)=O)SC3=NC2=O)ccc1OCCOc1ccccc1C,i,-4
COc1ccc(N(CC(=O)Nc2cccc(OC)c2)S(=O)(=O)c2c(C)nn(C)c2C)cc1,i,-30

# Another view of 2 compounds above:
SMILES | CHT allo act | OX1R antag
Cc1cc(C)cc(NC(=O)COC(=O)CN=C2NS(=O)(=O)c3ccccc32)c1 | i | -23
COc1ccc(C(CNC(=O)c2cccc(S(=O)(=O)Nc3cccc(C)c3)c2)N2CCOCC2)cc1 (configuration not stated) | i | 0

# Next results:
SMILES,CHT allo act,OX1R antag
O=C(c1cc(-c2cccc(Cl)c2)nc2ccccc12)N1CCCC1,i,-33
Cc1cc(N2CCN(c3ccccc3F)CC2)nc2cc(O)ccc12,i,-28
Cn1c(/C(C#N)=C/c2ccc(O)cc2)nc2ccccc21,i,-19
CC1CCc2sc(C(=O)NC3CCCCC3)cc2C1 (configuration not stated),nt,-5
O=[N+]([O-])c1cc2oc3c(c2c(C=NCc2ccccc2)c1O)CCCC3,i,-1
O=c1oc2ccccc2c(NC(c2ccccc2)c2ccccc2)c1[N+](=O)[O-],i,-8
C/C(CCN1CCc2nc(-c3ccccc3)c(-c3ccccc3)cc2C1)=N\O[C@H](C)c1cn([C@H](CO)Cc2ccccc2)nn1,i,-32
CP(C)(=O)CCP(=O)(c1ccccc1)c1ccccc1,i,7
CC1=CS/C(=C(/C#N)C(=O)NCc2ccco2)N1c1ccccc1,i,-33
CCN(CC)C(=O)C(=O)c1cn(CCOc2ccccc2)c2ccccc12,i,-15
C[C@@H](NC(=O)CN1C(=O)c2ccccc2S1(=O)=O)c1ccccc1,i,-13
COc1ccc(CC(=O)Nc2nc(C)cs2)cc1,i,-12
O=C(Cn1ncc(Cl)c(Cl)c1=O)Nc1ccc2c(c1)OCO2,nt,8
COc1cccc(NC(=O)c2ccccc2N(Cc2ccccc2)S(C)(=O)=O)c1,i,-6
O=C(O)Cn1ccnc1,i,-13
CSc1ccccc1OCc1cc(C(=O)N2CCN3CCCC3C2)no1 (configuration not stated),i,-8
O=[N+]([O-])c1ccc(N=NN(CCO)CCO)cc1,i,1
COc1ccc(Cl)cc1NC(=O)COC(=O)C1=NNC(=O)CC1,nt,-10
O=c1cc(C(F)(F)F)nc(-c2cccnc2)[nH]1,i,4

# Screening results as filed in PubChem.
